Giardia FBPA inh: blocks Giardia fructose-bisphosphate aldolase activity. actives 0.71% (n = 290,000). Potency, µM (titrated, usually from 59.6 µM), for inactives: top-dose activity, negative = inhibition, most hits filed as inhibitors. purified Giardia FBPA. A8B2U2; also: potency is read from the fitted curve at half-maximal effect; nearly all actives have a fitted effect of over 55% in size
Target sequence (A8B2U2 whole entry, looked up): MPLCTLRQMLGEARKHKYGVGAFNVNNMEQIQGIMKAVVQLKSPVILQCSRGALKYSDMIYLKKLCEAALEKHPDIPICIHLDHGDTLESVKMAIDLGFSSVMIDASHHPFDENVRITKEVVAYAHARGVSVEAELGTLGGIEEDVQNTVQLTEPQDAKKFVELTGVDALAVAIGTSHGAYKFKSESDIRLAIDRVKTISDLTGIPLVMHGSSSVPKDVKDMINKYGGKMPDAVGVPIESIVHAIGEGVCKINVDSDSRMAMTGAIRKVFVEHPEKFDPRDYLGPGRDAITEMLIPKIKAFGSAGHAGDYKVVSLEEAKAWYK
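Giardia FBPA (40 nM reagent) was preincubated 10 min at RT with compound (up to 57.5 uM final), then substrate plus GAPDH/TPI/NAD/arsenate coupling system with diaphorase/resazurin was added; resorufin fluorescence (525/598 nm) was read after 20 min.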
HCV inh: blocks hepatitis C virus; Huh7.5.1 HCVcc-Cre infection, luciferase reporter, 44 h; actives 3.4% (n = 340,000); Potency, µM (highest dose often 41.8 µM), without a hit: top-dose activity change, negative = inhibition, hits mostly inhibitors; also: potency is read from the fitted curve at half-maximal effect
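Seed cells (1,000/well) for 4 h; treat with compound and infect with HCVcc-Cre, moi about 0.5. Incubate 44 h, then detect luciferase activity.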
AMA1-RON2 inh: AMA1-RON2 (P. falciparum) interaction inhibition; Potency, µM (doses to about 58.2 µM), for the others: top-dose activity change, negative = inhibition, actives largely listed as inhibitors; actives 0.2% (n = 360,000); AlphaScreen AMA1-biotinylated RON2 peptide binding;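 also: potency is read from the fitted curve at half-maximal effect; 0% = vehicle wells and -100% = peptide control; nearly all actives have a fitted effect of over 45% in size; some results filed as inactive show a strong effect at the top dose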
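AMA1 (3D7) with his tag at 25 nM final met compounds first, then biotinylated RON2 peptide at 25 nM; detection used donor plus acceptor beads, 10 µg/mL apiece, read by AlphaScreen after 30 min at room temperature.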
HCMV antiviral: blocks human cytomegalovirus replication. HFF cells, HCMV-luciferase reporter, 72 h; stronger effect = lower value. activity change, negative = inhibition, % at 57.5 µM. actives 4.5% (n = 410,000). AID 1259415; in the data active = activity change below about -60%; inconclusive = no clear call, values can overlap the other calls; inactive = above about -39%
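Two-dose cell screen: HFF monolayers treated with compounds and infected with luciferase-expressing HCMV at 1 PFU/cell, 72 h at 37C, then lysed for luciferase measurement.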
Sm TGR inh: S. mansoni TGR enzyme inhibition. Q962Y6. purified TGR, DTNB reduction, TNB absorbance 405 nm. Potency, µM (doses to about 114 µM), inactives show at the highest dose activity change, negative = inhibition, hits mostly inhibitors. actives 3% (n = 360,000). AID 485364; also: potency is read from the fitted curve at half-maximal effect; nearly all actives have a fitted effect of over 60% in size
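TGR 20 nM + NADPH 100 uM (dispensed conc.), cpd preinc 15 min RT; start with NADPH (500 uM addition) then DTNB (15 mM addition). Kinetic TNB absorbance, 405 nm filter. Four-parameter Hill fit across titration.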
AmpC detergent: inhibitors of E. coli AmpC beta-lactamase with detergent | P00811 | actives 0.041% (n = 370,000) | Potency, µM (top dose mostly 114 µM), for inactives: top-dose activity change, negative = inhibition, actives largely listed as inhibitors | AmpC hydrolysis of nitrocefin, absorbance 480 nm, 0.01% Triton | AID 485294;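 also: potency is read from the fitted curve at half-maximal effect; 0% = no-compound wells and -100% = no-enzyme wells; nearly all actives have a fitted effect of over 25% in size; some results filed as inactive show a strong effect at the top dose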
Target sequence (P00811 whole entry, looked up): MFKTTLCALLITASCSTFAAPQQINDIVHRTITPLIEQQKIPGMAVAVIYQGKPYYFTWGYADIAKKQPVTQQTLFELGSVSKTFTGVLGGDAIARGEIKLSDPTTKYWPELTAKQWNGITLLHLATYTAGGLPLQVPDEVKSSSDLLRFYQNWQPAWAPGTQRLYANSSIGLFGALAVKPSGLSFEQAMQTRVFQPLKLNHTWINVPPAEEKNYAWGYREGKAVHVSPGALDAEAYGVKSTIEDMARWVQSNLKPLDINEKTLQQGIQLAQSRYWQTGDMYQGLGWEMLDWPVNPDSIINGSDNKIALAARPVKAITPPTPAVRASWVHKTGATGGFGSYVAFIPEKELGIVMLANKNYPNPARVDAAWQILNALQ
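20 mM phosphate pH 7.0 + 0.01% (detergent screen) or 0.0001% Triton X-100; 5.3 nM AmpC reagent; cpd preinc 15 min RT; nitrocefin (800 uM stock) to start; A480 q20 s × 4 min; Activity was normalised to no-enzyme and no-compound control wells.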
An asterisk follows results filed as active; ? = inconclusive; nt = no result given; & = joins results of further samples; [ ] = remark or other dose. Unless noted, calls follow the shape of the dose curve; as a rule, active = well fitted curve in the direction sought with a large enough effect; inconclusive = small, poorly fitted or top-dose-only effect, or another doubt; inactive = no such curve, though single readings can be large; an effect the other way counts as inactive or inconclusive. Unless noted, % is scaled to controls: 0 for no effect and ±100 for the full control effect. Rows are unselected; about 9.3% have a hit in one of these screens.

No.	smiles	Giardia FBPA inh	HCV inh	AMA1-RON2 inh	HCMV antiviral	Sm TGR inh	AmpC detergent
1	COc1ccc(CNC(=O)C2CCN(c3nc(OC)nc(OC)n3)CC2)cc1	2%	-11%	-1%	-36	2%	3%
2	O=C(COC(=O)c1cccs1)NCCCc1ccccc1	0%	-3%	4%	19	2%	-7%
3	CN/C(=C\[N+](=O)[O-])NCCSCc1ccc(CN(C)C)o1	-2%	4%	12%	32	-31%	-13%
4	COCCn1c(=O)[nH]c2cc(C(=O)NCCc3ccc(S(N)(=O)=O)cc3)ccc2c1=O	4%	-8%	-9%	-7	7%	-2%
5	CCOC(=O)Cc1c(Sc2ccccc2)c2cc(C)ccc2n1C	-6%	-3%	5%	-60*	-12%	-13%
6	C=CCn1c(SCc2nc3ccccc3c(=O)[nH]2)nc2ccccc2c1=O	-6%	5%	-4%	-61*	-7%	2%
7	Cc1ccccc1N1C(=O)C2C3C=CC(C2C1=O)N(C)C3=O (configuration not stated)	1%	-20%	1%	19	-4%	?
8	CCOc1ccc(Cl)cc1CNCCc1ccc(F)cc1	-1%	3%	-4%	-33	26%	0%
9	Cc1ccc(C)c(N2CCN(S(=O)(=O)c3ccc(F)c(C(=O)Nc4ccc(Cl)cc4Cl)c3)CC2)c1	nt	nt	nt	-22	-11%	5%
10	O=C(CCn1cccc1)Nc1cccc(F)c1	2%	13%	-9%	-14	35µM*	-3%

Entries of single compounds, looked up by structure:
CCOC(=O)Cc1c(Sc2ccccc2)c2cc(C)ccc2n1C across the screens: Giardia FBPA inh: -6%; HCV inh: -3%; AMA1-RON2 inh: 5%; HCMV antiviral: -60*; Sm TGR inh: -12%; AmpC detergent: -13%
Cc1ccccc1N1C(=O)C2C3C=CC(C2C1=O)N(C)C3=O (configuration not stated) across the screens: Giardia FBPA inh: 1%; HCV inh: -20%; AMA1-RON2 inh: 1%; HCMV antiviral: 19; Sm TGR inh: -4%; AmpC detergent: ?

Later entries
No.	smiles	Giardia FBPA inh	HCV inh	AMA1-RON2 inh	HCMV antiviral	Sm TGR inh	AmpC detergent
11	Cc1ccc(C(=O)OCC(=O)NCc2ccc3c(c2)OCO3)o1	nt	1%	6%	21	nt	nt
12	O=C(CCc1ccccc1)NC(=S)Nc1ccccc1Br	-11%	?	58%[activator]	-4	?	-8%
13	Cc1ccc(-n2c(C)cc(C(=O)OCC(=O)N(C)C3CCS(=O)(=O)C3)c2C)cc1 (configuration not stated)	0%	-5%&15%	-1%	-18	-8%	1%
14	Cc1cc(NC2CCCCC2)nc2ccccc12	5%	?	-26%	-26	nt	?
15	COCCn1c(-c2ccco2)nc2nc3ccccc3nc21	-8%	?	-6%	6	7%	?
16	COc1ccc(OC)c(C(c2nnnn2Cc2ccccc2)N2CCN(C3CCCCC3)CC2)c1 (configuration not stated)	-15%	-16%&10%	-3%	-21	-12%	-6%
17	Cc1ccc(NC(=O)c2cc(N3C(=O)C=CC3=O)ccc2Cl)cc1C	-11%	-5%	-7%	-2	0.79µM*	-3%
18	CCOC(=O)C1=C(C)N=C2SCCC(=O)N2C1c1ccc(OCc2ccccc2)cc1 (configuration not stated)	nt	nt	nt	5	4%	3%
19	Cc1ccc(N(CC(=O)N/N=C/c2cccs2)S(C)(=O)=O)cc1	-5%	34%[activator]	16%	7	-2%	4%
20	O=C1CS(=O)(=O)N(Cc2ccccc2F)c2ccc(Br)cc21	nt	-1%	-17%	-11	nt	nt
21	O=C(O)c1ccccc1SC1CC(=O)N(c2ccc3c(c2)OCO3)C1=O (configuration not stated)	2%	-10%	9%	?	2.2µM*	-4%
22	COc1ccc(CCC(=O)NNC(=S)NCc2ccc(F)cc2)cc1	5%	2%	92%[activator]	-15	nt	4%
23	Cc1ccccc1NC(=O)Nc1nnc(CC(=O)NCc2ccccc2)s1	9%	0%	-2%	22	-3%	-11%
24	CCOC(=O)C1(CCc2ccccc2)CCN(Cc2nccn2CC)CC1	-5%	?	48%[activator]	-23	8%	2%
25	CCc1cc(-c2nnc(SCC(=O)NC3CC3)n2C)cs1	nt	0%	15%	-40	1%	3%
26	Cc1cccc(NC(=O)CNC(=O)CCNC(=O)c2ccc(C(C)(C)C)cc2)c1C	nt	6%	-8%	3	1%	1%
27	CO/N=C(\N)c1nonc1N	2%	?	0%	87	12%	7%
28	O=C1NC2(CCCCCC2)C(=O)N1Cc1ccccc1Br	-9%	7%	-5%	5	1%	-11%
29	COc1ccccc1NC(=S)Nc1ccc2cn[nH]c2c1	?	3%	46%[activator]	100	?	-14%
30	CC[C@H](C)Cc1cn([C@@H](CCCCN)C(=O)NCCCCCCCCCCC(=O)N2CCNCC2)nn1	nt	18%	-3%	-9	-16%	-2%
31	Cc1cc(/C=N/NC(=O)C(=O)NCc2ccccn2)c(C)n1-c1cccc(Br)c1	0%	?	26%	?	2%	5%
32	O=C(NNC(=O)c1ccccc1F)c1cccc(S(=O)(=O)N2CCc3ccccc32)c1	nt	?	105%[activator]	?	nt	nt
33	CC(C)(C)C(=O)CSc1ncnc2c1cnn2-c1ccccc1	7%	-21%	-11%	3	15%	-3%
34	COc1cc(/C=N\Nc2nc(-c3ccc(C)cc3)c(NC(C)=O)s2)ccc1O	-26%	-21%	21%	0	-19%	-8%
35	COc1cc(C)c(C)cc1S(=O)(=O)NC1CC(C)(C)NC(C)(C)C1	4%	-9%	6%	11	0%	?
36	CCOC(=O)C1(CCc2ccccc2)CCN(C(C)CSC)CC1 (configuration not stated)	nt	-7%	-7%	23	nt	nt
37	COCCn1nnnc1CN(Cc1ccco1)Cc1cc2cc3c(cc2[nH]c1=O)OCO3	2%	11%	14%	6	-5%	-5%
38	Cc1ccc(-c2c(CN3CCN(c4cc(Cl)ccc4C)CC3)csc2C)cc1	nt	nt	nt	-9	-4%	6%
39	C[C@H](NC(=O)C1CC(=O)N(c2ccc3c(c2)OCCO3)C1)C(=O)NC1CCCC1 (some centres not stated)	nt	15%	-10%	-16	0%	-7%
40	Cc1c(C)c2c(C)[nH]nc2oc1=O	0%	22%	1%	11	3%	-2%

Shown field by field: two of the compounds above
[33] CC(C)(C)C(=O)CSc1ncnc2c1cnn2-c1ccccc1
- Giardia FBPA inh = 7%
- HCV inh = -21%
- AMA1-RON2 inh = -11%
- HCMV antiviral = 3
- Sm TGR inh = 15%
- AmpC detergent = -3%
[34] COc1cc(/C=N\Nc2nc(-c3ccc(C)cc3)c(NC(C)=O)s2)ccc1O
- Giardia FBPA inh = -26%
- HCV inh = -21%
- AMA1-RON2 inh = 21%
- HCMV antiviral = 0
- Sm TGR inh = -19%
- AmpC detergent = -8%

Quoted at random: 3 entries already listed
No.	smiles	Giardia FBPA inh	HCV inh	AMA1-RON2 inh	HCMV antiviral	Sm TGR inh	AmpC detergent
14	Cc1cc(NC2CCCCC2)nc2ccccc12	5%	?	-26%	-26	nt	?
2	O=C(COC(=O)c1cccs1)NCCCc1ccccc1	0%	-3%	4%	19	2%	-7%
21	O=C(O)c1ccccc1SC1CC(=O)N(c2ccc3c(c2)OCO3)C1=O (configuration not stated)	2%	-10%	9%	?	2.2µM*	-4%

Other entries.
No.	smiles	Giardia FBPA inh	HCV inh	AMA1-RON2 inh	HCMV antiviral	Sm TGR inh	AmpC detergent
41	Cc1cccc(OCCn2c(NC(=O)c3ccco3)nc3ccccc32)c1	22%	?	21%	-8	-6%	-7%
42	O=C(Nc1cccc(O)c1)c1ccc(Br)c(S(=O)(=O)N2CCCCC2)c1	1%	-13%	-3%	-36	3%	-14%
43	COc1ccc2c(c1)CC/C2=N\OC(=O)c1cccc(C)c1	-7%	-11%	-7%	-5	-1%	-8%
44	Cc1ccccc1CNC(=O)c1cccc(NC(=O)c2nsc3ccccc23)c1	nt	nt	nt	67	2%	6%
45	CCOC(=O)c1c(C)[nH]c(C)c1S(=O)(=O)N1CCCC(C(=O)Nc2ncccc2C)C1 (configuration not stated)	nt	nt	nt	0	4%	2%
46	Cc1ccc(S(=O)(=O)N2CCN(c3c([N+](=O)[O-])cc(C(F)(F)F)cc3[N+](=O)[O-])CC2)cc1	3%	-7%	?	-20	-14%	-7%
47	CCOc1ccc(NC2=NCCCS2)cc1	-2%	-8%	-23%	-23	4%	3%
48	CN(CCC#N)C(=O)CC(Cc1ccccc1)C1CCOC(C)(C)C1 (configuration not stated)	7%	0%	-8%	0	4%	0%
49	COc1ccc(N2C(=O)C(CN3CCCCC3)C2c2ccccc2)cc1 (configuration not stated)	-2%	0%	-10%	-24	nt	-10%
50	Cc1ccc(S(=O)(=O)NCCC(=O)N2CCN(c3cccc(Cl)c3)CC2)cc1C	-4%	nt	-1%	2	3%	3%
51	Cc1ccc(-c2nnn(CC(=O)N(c3ccccc3)C(C(=O)NCC3CCCO3)c3ccc(Cl)cc3)n2)cc1 (configuration not stated)	6%	-26%	-9%	-5	?	?
52	NC(=O)COC(=O)c1ccc(NS(=O)(=O)c2ccc3c(c2)OCCO3)cc1	17%	-11%	2%	50	-2%	-14%
53	CS(=O)(=O)N1CCCC(C(=O)NCc2ccc(F)cc2)C1 (configuration not stated)	-1%	-26%	-7%	18	6%	2%
54	CCc1nc(N)nc(N)c1-c1ccc(Cl)c([N+](=O)[O-])c1	nt	?	11%	-99*	nt	nt
55	CC(=O)c1cccc(NC(=O)c2nc(-c3ccccc3)oc2C)c1	-16%	16µM*	-14%	-4	-6%	-9%
56	C#CC(C)(CC)NC(=O)Cn1nnc(-c2ccc(OCc3ccccc3C)cc2)n1 (configuration not stated)	nt	nt	nt	-24	14%	3%
57	COc1ccc(C(=O)NC(=S)N(C)C2CCCCC2)cc1	nt	16%	77%[activator]	-8	-17%	-15%
58	Cc1cc(C)n2nc(SCC(=O)NC3CCCCC3)nc2n1	nt	5%	-5%	0	-6%	1%
59	C=C(C)c1cccc(C(C)(C)NC(=O)N2CCN(c3ccccn3)CC2)c1	0%	-14%	-4%	4	-29%	-13%
60	O=C1[C@@H]2Cc3c([nH]c4ccccc34)C(c3ccc(Cl)cc3)N2C(=O)CN1CCO (some centres not stated)	-6%	15%	-2%	30	-6%	-2%
61	O=C(CN1CCC(Cc2ccccc2)CC1)Nc1ccc2c(c1)OCCO2	?	-14%	-13%	10	0%	-12%
62	CCOC(=O)c1c(NC(=O)CSc2cn(CC)c3ccccc23)sc2c1CCC2	0%	5%	7%	12	-20%	?
63	COc1cccc(CC(Cc2nc3ccccc3[nH]2)c2nc3ccccc3[nH]2)c1 (configuration not stated)	-14%	8%	-10%	-7	-6%	0%
